HCT116 survival = survival after telomere uncapping, modulators, primary screen, cell-based (AID 1259312); HCT116 + Ad-hTR-mut, survival, MTT, 5 d; hits give high values; fold change at 10 µM; 4,500 tested, 4.5% active;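 active = cell survival measured by absorbance rises more than 2.5-fold over infected cells without compound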;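 note: virus expresses mutant telomerase RNA that uncaps telomeres and kills cells; compound added 2 days after infection so exposure lasts 3 days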
* = called active by the depositor; i = inactive; + = active, no number.

SMILES | HCT116 survival
N#CC(C#N)=CNc1ccc(F)c(Cl)c1 | -1.1
CN(C)c1ccc(C=Nc2ccc(S(N)(=O)=O)cc2)cc1 | 1.3
S=c1[nH]nc(-c2cccs2)o1 | -2.2
Cn1c(=O)c2c(nc(NCCOc3ccc(C(C)(C)C)cc3)n2C)n(C)c1=O | -3.6
O=c1c2ccccc2nc(SCc2ccccc2)n1OCc1ccccc1 | -1.9
CCC(C)NS(=O)(=O)c1cc(Cl)ccc1Cl (centres undefined) | -1.2
c1ccc(-c2csc(N3CCN(Cc4ccc5c(c4)OCO5)CC3)n2)cc1 | -1.3
Nc1ccc2nn(-c3cccc4ccccc34)nc2c1 | 1.5
C[C@H]1[C@H]2CC[C@H]3[C@@H]4CC=C5C[C@@H](N(C)C)CC[C@]5(C)[C@H]4CC[C@]23CN1C | -1.5
O=S(=O)(c1ccc(Cl)cc1)N1CCN(Cc2ccc3c(c2)OCO3)CC1 | -1.8
CC(C)(O)c1cc(=O)sc2nc3ccccc3n12 | -1.5
S=c1nn[nH]n1-c1ccccc1 | 1.2
COc1ccc(S(=O)(=O)NCCSc2ccccc2)cc1OC | -2.6
Nc1nc(-c2cccs2)c(-c2cccc3ccccc23)s1 | 1.2
CC(C)(Sc1cc(C(C)(C)C)c(O)c(C(C)(C)C)c1)Sc1cc(C(C)(C)C)c(O)c(C(C)(C)C)c1 | -1.6
O=[N+]([O-])c1ccc(C2COC(c3ccc(Cl)cc3)O2)cc1 (centres undefined) | -1
S=c1[nH]ccn1-c1ccc2c(c1)OCO2 | -1.4
O=S(=O)(Nc1nc2ccccc2s1)c1ccc(F)cc1 | 1
COc1ccc(-c2nc(-c3ccc(F)cc3)c[n+]3ccc4cc(OC)c(OC)cc4c23)cc1OC | 1
CCOC(=O)c1c(NC(=O)CCC(=O)O)sc(C)c1C | 1.1
CSc1sc(SC)c(CO)c1CO | -1
O=S(=O)(NCCC1C=CCCC1)c1ccc(Br)s1 (centres undefined) | -1.1
Oc1ccc2ccccc2c1/C=N/c1nccs1 | +
CCn1nc(C(=O)O)c(=O)c2cc3c(cc21)OCO3 | 1.2
C=CCn1c(SCC(=O)Nc2ccc3c(c2)OCCO3)nnc1-c1ccco1 | 1.1

The results go on.
SMILES | HCT116 survival
CCn1c(SCC(=O)NCc2ccco2)nnc1-c1ccco1 | -1.4
Cn1c(=O)oc2ccc(S(=O)(=O)Nc3ccc4c(c3)OC(C)(C)O4)cc21 | 1.1
Brc1ccc(-c2csc(N3CCOCC3)n2)cc1 | 1.6
O=c1ccn([C@H]2CCC(CO)O2)c(=O)[nH]1 (some centres undefined) | -1.5
CCOC(=O)C1=C(C)NC(=S)NC1c1cc(C(C)C)c(OC)cc1C (centres undefined) | 2.3
COC(=O)C1=C(O)c2ccccc2S(=O)(=O)N1C | 1.6
COc1cc2cc(Oc3ccc4ccc(=O)oc4c3)c(=O)oc2cc1O | -1.3
Cc1nnc(Sc2ccc([N+](=O)[O-])cc2Cl)n1C | 1
Nc1nnc(-c2ccccc2)o1 | -1.8
CCn1c(Sc2ncnc3ccccc23)nc2ccccc21 | 1.3
O=[N+]([O-])c1ccc(N2CCCC2)c(C(F)(F)F)c1 | 1.1
Cn1cnnc1SCC(=O)Nc1sc2c(c1C#N)CCC2 | -1
CS(=O)(=O)Nc1ccc(Cl)cc1Cl | -1.3
CC(=O)CN1C(Br)=NC2C1C(=O)N(C)C(=O)N2C (centres undefined) | -1.5
CN1C(=O)/C(=c2/sc3nc4ccccc4n3c2=O)c2ccccc21 | -2.4
CC(=O)Nc1sc2c(c1C(N)=O)CCCC2 | -2
COCCNS(=O)(=O)c1ccccc1 | -1.4
S=c1[nH]ccc2ccccc12 | -1.3
COc1ccc(C(NS(C)(=O)=O)c2nccc3cc(OC)c(OC)cc23)cc1OC (centres undefined) | -1.1
O=c1oc(-c2ccc(Br)cc2)nc2sc3c(c12)CCCC3 | -1.2
O=S(=O)(Nc1ccccn1)c1cc(Cl)ccc1Cl | -1.1
O=[N+]([O-])c1ccc(N2CCOCC2)cc1 | 1.1
CC(C)(C)c1ccc(OCCSc2nc3ncnc(N)c3[nH]2)cc1 | -1.5
Nc1nc2n[nH]nc2c(=O)[nH]1 | i
Cn1c(=O)c2c(nc(Sc3nc4ccccc4[nH]3)n2C)n(C)c1=O | -1.3

A draw from above in order of SMILES length, rising:
SMILES | HCT116 survival
S=c1[nH]ccc2ccccc12 | -1.3
Brc1ccc(-c2csc(N3CCOCC3)n2)cc1 | 1.6
CCn1c(Sc2ncnc3ccccc23)nc2ccccc21 | 1.3
O=c1oc(-c2ccc(Br)cc2)nc2sc3c(c12)CCCC3 | -1.2
Cn1c(=O)c2c(nc(Sc3nc4ccccc4[nH]3)n2C)n(C)c1=O | -1.3
COc1ccc(C(NS(C)(=O)=O)c2nccc3cc(OC)c(OC)cc23)cc1OC (centres undefined) | -1.1

(list continues)
SMILES | HCT116 survival
CC(C)(C)C(=O)c1sc2nc3c(c(-c4cccs4)c2c1N)CCC(C(C)(C)C)C3 (centres undefined) | -1
CC(=O)OCC(=O)NC1CCCCC1 | -2.5
O=C1CSC(=Nc2ccccc2)N1c1ccccc1 | 1.2
O=C(NC1CCCCC1)c1cccs1 | -1.4
CS(=O)(=O)Nc1ccc(F)cc1F | -1.2
O=C1ON=C(c2ccccc2F)/C1=C/c1ccccc1F | -2
COC(=O)C1=C(C)OC(N)=C(C#N)C1c1cccs1 (centres undefined) | -1.7
C=C(C)CC1Nc2ccccc2NC1CC(=C)C (centres undefined) | 1.1
C(=Nc1cccnc1)c1c[nH]c2ccccc12 | i
N=C1S/C(=C/c2cn[nH]c2-c2ccc(F)cc2)C(=O)N1c1nccs1 | -1.6
CC(C)c1ccc(C2NC(C(=O)O)CS2)cc1 (centres undefined) | 1.1
CCCCCn1cnc2sc3c(c2c1=O)CCC(C)C3 (centres undefined) | -2.8
Cn1c(-c2ccc(Cl)cc2)nn(CN2CCc3ccccc3C2)c1=S | -1.2
O=c1oc(-c2ccccc2F)nc2sc3c(c12)CCCCC3 | 1.2
CN(Cc1cccs1)C(=S)SCc1cccs1 | -1.8
Cc1cc2c(cc1C)NC(c1cc(Br)ccc1F)C1=C(CC(C)(C)CC1=O)N2 (centres undefined) | -1.6
COC(=O)C1=C(C)N(CC(C)C)C(=O)/C1=C\c1cccs1 | -1.3
CC(=O)NCCCCCCNC(C)=O | 1
C=CCN1C(=O)/C(=C2\SC(=S)N(CCC)C2=O)c2ccccc21 | -1.1
N#CC1Cc2c(Cl)ccc(Cl)c2-c2cc([N+](=O)[O-])ccc21 (centres undefined) | -1.2
NS(=O)(=O)c1ccc(CCNS(=O)(=O)c2ccc(Cl)cc2)cc1 | -2.3
Cc1nnc(SCC(=O)Nc2nccs2)s1 | 1.1
Cc1cc(NC(=O)NC(C)(C)C)no1 | 1
O=C(C1CCCN1S(=O)(=O)c1ccc(Cl)c(Cl)c1)N1CCCCC1 (centres undefined) | 1.2
Cc1cc(=O)n2nc(N)sc2n1 | -1.4

Reformatted: 9 of the compounds above.
| molecule | HCT116 survival |
| --- | --- |
| N=C1S/C(=C/c2cn[nH]c2-c2ccc(F)cc2)C(=O)N1c1nccs1 | -1.6 |
| NS(=O)(=O)c1ccc(CCNS(=O)(=O)c2ccc(Cl)cc2)cc1 | -2.3 |
| CS(=O)(=O)Nc1ccc(F)cc1F | -1.2 |
| C(=Nc1cccnc1)c1c[nH]c2ccccc12 | i |
| O=c1oc(-c2ccccc2F)nc2sc3c(c12)CCCCC3 | 1.2 |
| CC(C)(C)C(=O)c1sc2nc3c(c(-c4cccs4)c2c1N)CCC(C(C)(C)C)C3 (centres undefined) | -1 |
| COC(=O)C1=C(C)OC(N)=C(C#N)C1c1cccs1 (centres undefined) | -1.7 |
| CCCCCn1cnc2sc3c(c2c1=O)CCC(C)C3 (centres undefined) | -2.8 |
| Cc1cc2c(cc1C)NC(c1cc(Br)ccc1F)C1=C(CC(C)(C)CC1=O)N2 (centres undefined) | -1.6 |

The results go on:
SMILES | HCT116 survival
O=C(O)C1OC(C(=O)O)C(C(=O)O)C1C(=O)O (centres undefined) | 2
CCCCc1ccc(C2C(C#N)=C(N)OC3=C2C(=O)CC(C)(C)C3)s1 (centres undefined) | 2.3
COc1ccc2c(c1OC)C(Cc1ccccc1)N1CCc3cc4c(cc3C1C2)OCO4 (centres undefined) | -2.2
CCCCCCCCSc1nc(N)nn1-c1ccccc1 | -1.2
O=C(N=Nc1c(O)[nH]c2ccccc12)c1ccc(Cl)s1 | i
CN(C)c1ccc(N2CC(=O)SC2=NC#N)cc1 | -2.2
O=S(=O)(c1ccccc1)c1cccs1 | -1.1
Cc1ccc(C2=NNC(C)(C3(C)NN=C(c4ccc(C)cc4)S3)S2)cc1 (centres undefined) | -1.5
Cn1c(SCC(=O)Nc2ccc3c(c2)OCO3)nnc1C(F)(F)F | -2
Brc1ccc(/C=C/c2ccncc2)cc1 | -2.1
CCSCCOC(=O)C1=C(C)NC2=C(C(=O)CCC2)C1c1ccsc1 (centres undefined) | -1.2
CC[n+]1ccc(-c2cccc(S(=O)(=O)O)c2)o1 | -1.7
NC(=O)C1(N2CCCCC2)CCN(C(=O)c2cccs2)CC1 | -1.8
O=C1CC(c2ccc(O)cc2)Oc2cc(O)cc(O)c21 (centres undefined) | -1.3
Clc1ccc(N2CCOCC2)nn1 | -1.1
CC(C(=O)O)N1C(=O)C(=O)c2cc(Br)ccc21 (centres undefined) | 1.1
FC(c1nc2ccccc2[nH]1)C(F)(F)F (centres undefined) | 2.2
N#C/C(=C/c1ccncc1)C(N)=S | -1.8
Nn1c(=S)[nH]nc(CCC(=O)O)c1=O | 1
COC(=O)C1C2CC3c4[nH]c5cc(OC)ccc5c4CCN3CC2CC(OC(=O)c2cc(OC)c(OC)c(OC)c2)C1OC (centres undefined) | -1.5
O=[N+]([O-])c1ccc(O)c(N=Cc2cc(Br)cc([N+](=O)[O-])c2O)c1 | i
C[C@H](CCC(=O)O)[C@H]1CC[C@H]2[C@@H]3CC[C@@H]4C[C@H](O)CC[C@]4(C)[C@H]3CC[C@]12C | 1.2
CCn1c2c(c3cc(Br)ccc31)CCCC2=O | -1.3
N#C/C(=C\c1ccccc1/C=C(\C#N)c1ccc2c(c1)OCO2)c1ccc2c(c1)OCO2 | 1.8
O=C1NC(SCc2ccccc2)Nc2ccccc21 (centres undefined) | -1.7

(cont.)
SMILES | HCT116 survival
Oc1ccc2ccccc2c1C=NCCCCCCN=Cc1c(O)ccc2ccccc12 | i
O=S(=O)(O)c1cc(O)c(O)c(S(=O)(=O)O)c1 | -2.3
O=C1c2ccccc2NC2(C(=O)Nc3ccccc32)N1CCOc1ccccc1 (centres undefined) | 1.2
Cc1cc(C)nc(SCCC(=O)O)n1 | -2.8
CN=C1/C(=C/c2ccc(C(C)(C)C)cc2)COC/C1=C/c1ccc(C(C)(C)C)cc1 | -2.7
COc1ccc2c(C)cc(=O)oc2c1OC | -2.4
O=c1oc(-c2cccc(F)c2)nc2ccc(Br)cc12 | -1.5
Cc1ccc2nc(/C(C#N)=C/c3ccc4c(c3)OCO4)[nH]c2c1 | -1.3
C/C(=C\COc1cc(=O)[nH]c2ccccc12)CCC(O)C(C)(C)O (centres undefined) | 2.2
O=C(O)CN1C(=O)/C(=C\c2ccco2)SC1=S | -1.2
Fc1ccc(/C=C/c2nnc(-c3ccccc3Cl)o2)cc1 | 2
COC(=O)CSC1=C(C#N)C(c2cccs2)C(C(C)=O)=C(C)N1 (centres undefined) | 1.5
O=C(O)c1coc2ccc(F)cc2c1=O | 1.2
O=C(CSC1=NCCS1)NC(=O)c1ccccc1 | -3
O=c1oc(-c2ccccc2Cl)nc2sc3c(c12)CCC3 | -1.7
COC(=O)C1=C(N)C(C(=O)OC)=c2s/c(=C/c3cccnc3)c(=O)n2C1c1cccnc1 (centres undefined) | 1.8
Cc1ccn(-c2ccc([N+](=O)[O-])cc2)n1 | -1.6
O=C(Nc1nc2ccccc2s1)C1CC1 | -1.5
Oc1[nH]c2ccccc2c1N=Nc1nc(N2CCCCC2)nc(N2CCCCC2)n1 | i
O=C(Cn1c(O)c(/C=C2/C=Nc3ccccc32)sc1=O)Nc1ccc2c(c1)OCO2 | i
CC(=O)Nc1nc(CSCc2n[nH]c(=O)[nH]2)cs1 | i
CC1=C(C(=O)OC(C)C)C(c2ccc(C(F)(F)F)cc2)NC(=O)N1 (centres undefined) | 1
O=c1c2ccccc2nc(SCc2ccon2)n1-c1ccc2ccccc2c1 | -1
CS(=O)(=O)N(CCC#N)Cc1ccco1 | -1.1
O=C1ON=C(c2ccc(Br)cc2)/C1=C/c1ccc2c(c1)OCO2 | -1

Following part.
SMILES | HCT116 survival
O=C1OC(=O)C2C3CCC(O3)C12 (centres undefined) | -2.2
O=c1cc(CO)occ1O | 1.3
CCOC(=O)c1c(N)sc(C(=O)N2CCCCC2)c1C | -1.6
O=[N+]([O-])c1ccc2c(c1)Cc1cc([N+](=O)[O-])ccc1-2 | -1.2
CC(C)N1CC=C2C(C1)C(c1ccccc1)C(C#N)=C(N)C2(C#N)C#N (centres undefined) | -2.6
CS(=O)(=O)N1CCCc2cc([N+](=O)[O-])cc([N+](=O)[O-])c21 | 1
COCc1c(C(=O)NN)nnn1-c1nonc1N | -1
CCc1sc(-c2c(C#N)c(N)nc3c2CCCC3)cc1[N+](=O)[O-] | -1.8
O=C(O)C1CCCN1S(=O)(=O)c1ccccc1 (centres undefined) | 1.3
N#CC1=C(N)Oc2ccc(O)cc2C1c1cccnc1 (centres undefined) | -1.1
COc1c(F)cc(Br)cc1[N+](=O)[O-] | -1.1
Cn1cnnc1Sc1cc(N2CCCC2)ccc1[N+](=O)[O-] | 1
CCS(=O)(=O)CCn1c([N+](=O)[O-])cnc1C | -1.2
O=c1[nH]c2ccc(F)cc2c(=O)c2ccccc12 | 1.2
O=C1ON=C(c2ccc(-c3ccccc3)cc2)/C1=C/c1ccccc1 | -1.8
COc1c(S(=O)(=O)N2CCCc3ccccc32)cc(S(=O)(=O)N2CCCc3ccccc32)c(OC)c1OC | -1.6
Cn1c(=O)n(C)c2cc([N+](=O)[O-])ccc21 | -1
Nc1nonc1C(=O)NCCNS(=O)(=O)c1ccccc1 | 3.3*

Source: PubChem (University of Glasgow)

Only part of the results is shown, so the mix of outcomes need not match the whole.
